High-throughput results deposited in PubChem by National Center for Advancing Translational Sciences (NCATS).
ALDH1A1 inh = blocks purified human ALDH1A1 activity | Purified ALDH1A1, NADH fluorescence, propionaldehyde substrate | Potency, µM (top dose mostly 75.3 µM), for the others: at the top dose activity, negative = inhibition, usual class: inhibitors | AID 1030 | actives 7.3% (n = 220,000); active means well fitted inhibition curve with a large enough effect, not every such curve was filed as active; inconclusive means small, poorly fitted or top-dose-only effect, or another doubt; inactive means no such curve, though single readings can be large or run the other way;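 further: plate controls were no enzyme wells and a reference inhibitor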
Target sequence (P00352 whole entry, looked up): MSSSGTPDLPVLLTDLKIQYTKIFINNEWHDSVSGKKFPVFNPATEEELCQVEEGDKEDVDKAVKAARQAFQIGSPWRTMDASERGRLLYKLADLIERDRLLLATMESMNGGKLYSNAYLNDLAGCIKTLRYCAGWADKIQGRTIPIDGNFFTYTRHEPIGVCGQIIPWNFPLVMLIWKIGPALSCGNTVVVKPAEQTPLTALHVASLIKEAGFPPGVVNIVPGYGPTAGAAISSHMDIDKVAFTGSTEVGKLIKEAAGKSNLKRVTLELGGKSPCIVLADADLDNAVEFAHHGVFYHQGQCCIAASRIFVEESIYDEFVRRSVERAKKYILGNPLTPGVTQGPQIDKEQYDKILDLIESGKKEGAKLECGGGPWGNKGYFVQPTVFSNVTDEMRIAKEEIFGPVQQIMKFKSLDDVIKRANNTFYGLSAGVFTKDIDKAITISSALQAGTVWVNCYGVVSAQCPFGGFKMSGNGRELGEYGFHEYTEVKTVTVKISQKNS
KDM4E inh = blocks human JMJD2E demethylase activity. B2RXH2. JMJD2E catalytic domain, FDH-coupled NADH fluorescence (FDH is formaldehyde dehydrogenase). Potency, µM (series often up to 57.1 µM), for the others: at the top dose activity change, negative = inhibition, usual class: inhibitors. actives 1.6% (n = 230,000). AID 2147; active means well fitted inhibition curve with a large enough effect, not every such curve was filed as active; inconclusive means small, poorly fitted or top-dose-only effect, or another doubt; inactive means no such curve, though single readings can be large or run the other way;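 further: 0% = wells with enzyme and -100% = buffer wells without enzyme; nearly all actives have a fitted effect of over 50% in size; many of its hits are not listed in these tables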
Target sequence (B2RXH2 1-337 limits assumed): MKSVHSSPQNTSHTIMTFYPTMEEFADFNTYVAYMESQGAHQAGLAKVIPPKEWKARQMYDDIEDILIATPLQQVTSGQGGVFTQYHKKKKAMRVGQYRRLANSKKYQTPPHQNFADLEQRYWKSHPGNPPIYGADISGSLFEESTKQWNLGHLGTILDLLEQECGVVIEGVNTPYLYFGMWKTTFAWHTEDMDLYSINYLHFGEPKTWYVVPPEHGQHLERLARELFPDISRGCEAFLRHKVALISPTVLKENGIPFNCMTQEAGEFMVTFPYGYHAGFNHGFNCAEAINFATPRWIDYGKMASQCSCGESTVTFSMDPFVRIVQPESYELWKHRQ
L3MBTL1 inh = blocks human L3MBTL1; actives 0.66% (n = 230,000); AlphaScreen L3MBTL1–H3K9me1 peptide binding; Potency, µM (top dose mostly 57.1 µM), inactives show at the top dose activity, negative = inhibition, most hits filed as inhibitors; Q9Y468; further: on the % scale 0 is the no-effect control and ±100 the full control effect; nearly all actives have a fitted effect of over 60% in size
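First, the protein-peptide complex forms for 30 min at room temperature (L3MBTL1 50 nM, biotinylated H3K9me1 peptide 75 nM). Next, compounds are pin-transferred and incubated 30 min. Finally, AlphaScreen beads are added and read after 30 min.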
Tau fibril ThT = blocks human tau fibril formation measured by thioflavin T. P10636. recombinant tau K18 P301L (four-repeat tau fragment), heparin-induced fibrillization, ThT fluorescence. Potency, µM (top dose mostly 57.4 µM), without a hit: at the top dose activity, negative = inhibition, actives largely listed as inhibitors. actives 2.1% (n = 270,000). AID 1460; further: on the % scale 0 is the no-effect control and ±100 the full control effect; nearly all actives have a fitted effect of over 55% in size
Target sequence (P10636 561-689 P618L limits assumed): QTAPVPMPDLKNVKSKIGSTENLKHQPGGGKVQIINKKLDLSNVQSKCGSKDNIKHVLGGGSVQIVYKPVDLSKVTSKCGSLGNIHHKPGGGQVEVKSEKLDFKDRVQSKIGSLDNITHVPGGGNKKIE
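In this qHTS, human K18 P301L tau is incubated with compound and heparin for 6 hr at 37 C, and Thioflavin T fluorescence then reports fibril load.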
RECQ1 helicase = blocks DNA unwinding by human RECQ1. AID 2549. P46063. Potency, µM (titrated, usually from 57.3 µM), without a hit: at the highest dose activity, negative = inhibition, actives largely listed as inhibitors. RECQ1 DNA unwinding, red fluorescence kinetic read. actives 0.54% (n = 240,000);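 further: plate controls were vehicle for no effect and no enzyme for full effect; nearly all actives have a fitted effect of over 30% in size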
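50 nM RECQ1T1 preincubated 15 min with compound in Tris pH 8.0 buffer with MgCl2, DTT, Tween-20 and 2.5 ug/ml poly(dI-dC); started with 200 nM TAMRA/BHQ-2 forked duplex and 2 mM ATP. Unwinding read as fluorescence (525/598 nm), two reads 2 h apart.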
LMNA splice mod = modulators of lamin A splicing; actives 0.01% (n = 200,000); Potency, µM (highest dose often 46.1 µM), without a hit: at the highest dose ratio change, negative = inhibition, most hits filed as inhibitors; HeLa LMNA splicing GFP/RFP minigene ratio, 48 h; active means well fitted inhibition curve with a large enough effect in the signal ratio, with a control signal flat, not every such curve was filed as active; inconclusive means small, poorly fitted or top-dose-only effect, or effect the other way, or a change in a side signal; the % refers to the signal ratio; further: on the % scale 0 is the no-effect control and ±100 the full control effect
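S3 HeLa cells stably expressing lamin A-EGFP splicing minigene plus DsRed2, 600 cells/well, 48 h compound exposure at 37C. Laser-scanning cytometry; analysed as GFP (500-530 nm)/RFP (575-640 nm) total intensity ratio; 0.5% DMSO vehicle.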
KinaseGlo FLuc = blocks Kinase-Glo luciferase, a counter-screen artifact | Q27757 | Potency, µM (highest dose often 38.3 µM), without a hit: at the highest dose activity change, negative = inhibition, actives largely listed as inhibitors | actives 0.28% (n = 200,000) | AID 1379 | Kinase-Glo luciferase, ATP luminescence, 8 min; further: on the % scale 0 is the no-effect control and ±100 the full control effect; nearly all actives have a fitted effect of over 60% in size
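Inhibition of Kinase-Glo luciferase light generation was assessed at 10 uM ATP in pH 7.2 imidazole buffer, with luminescence measured after eight minutes at ambient temperature.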
SMN2 splice enh = SMN2 splice variant enhancement | HEK293 SMN2-luciferase splicing reporter, luminescence, 30-36 h | Potency, µM (doses to about 46.1 µM), inactives show top-dose activity change, positive = activation, hits mostly activators | actives 2.8% (n = 210,000); further: % of control where 0% means no effect; nearly all actives have a fitted effect of over 55% in size
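qHTS luciferase splicing reporter: luminescence rises when SMN2 exon 7 is included in transfected HEK293 cells. Compound exposure lasted 30-36 h at 37C, with 4.5 mM final sodium butyrate as control, followed by a ONE-Glo read.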
Starred values were filed as active, the others as inactive; i = inactive; u = inconclusive; x = no result given; [ ] = remark or other dose. Unless noted, the call rests on the fitted dose curve; in most records, active means well fitted curve in the direction sought with a large enough effect; inconclusive means small, poorly fitted or top-dose-only effect, or another doubt; inactive means no such curve, though single readings can be large; an effect the other way counts as inactive or inconclusive. Potency means the concentration at half of the fitted maximal effect.

SMILES | ALDH1A1 inh | KDM4E inh | L3MBTL1 inh | Tau fibril ThT | RECQ1 helicase | LMNA splice mod | KinaseGlo FLuc | SMN2 splice enh
CCOC(=O)c1sc2ncn(CC(=O)NCC3CCCO3)c(=O)c2c1C (stereo not given) | 3% | 5% | 8%[11.4 µM] | 12% | -2% | -9% | 3% | 3%
O=C(CNC(=O)c1cccc(Br)c1)N/N=C/c1cn[nH]c1-c1ccccc1 | 0% | 3% | u | -8% | 8% | -19% | 3% | -10%
O=C1C2CC=CCC2C(=O)N1c1ccc(Cc2ccncc2)cc1 (stereo not given) | u | 12% | 9% | -8% | -21% | u | 11% | -86%[inhibitor]
COc1ccc(/C(O)=C2/C(=O)C(=O)N(c3nc(C)c(C)s3)C2c2ccco2)cc1 (stereo not given) | -11% | -4% | -3% | -17% | i | -7% | 1% | -9%
O=c1ccnc(S/C=C/c2ccccc2)[nH]1 | u | -2% | 45%[activator] | 12% | -5% | -10% | -24% | 16%
CC(C)C(=O)Nc1cccc(-c2csc(-c3ccccc3)n2)c1 | 0% | -13% | -12% | 2% | -9% | -10% | -2% | u
O=C(COc1ccc(S(=O)(=O)NC2CCCCC2)cc1Cl)NCC1CCCO1 (stereo not given) | 0% | 10% | 7% | -4% | -9% | -18% | -4% | -36%[inhibitor]
CCOC(=O)c1cc([N+](=O)[O-])c([N+](=O)[O-])cc1NC(C)=O | 8.9µM* | 2% | -3% | -5% | -2% | u | 7% | -85%[inhibitor]
CCN(CC)S(=O)(=O)c1cccc(C(=O)OCC(=O)c2ccc3c(c2)OCCO3)c1 | -9% | 2% | 6% | 9% | -4% | u | -3% | -38%[inhibitor]
Cc1cc(/C=N/n2cnnc2)c(C)n1-c1ccc(Cl)cc1Cl | u | 5% | -13% | -11% | -3% | 8% | -1% | -28%
COc1ccc(N2C(=O)C3C4C=CC(C4)C3C2=O)c(OC)c1 (stereo not given) | 4% | -6% | -5% | 3% | -3% | 11% | -4% | -11%
CC1(C)OC(=O)C(=CNc2ccccc2)C(=O)O1 | u | -5% | 1% | -3% | 1% | 1% | -2% | -4%

Entries listed so far that contain a halogen:
SMILES | ALDH1A1 inh | KDM4E inh | L3MBTL1 inh | Tau fibril ThT | RECQ1 helicase | LMNA splice mod | KinaseGlo FLuc | SMN2 splice enh
O=C(CNC(=O)c1cccc(Br)c1)N/N=C/c1cn[nH]c1-c1ccccc1 | 0% | 3% | u | -8% | 8% | -19% | 3% | -10%
O=C(COc1ccc(S(=O)(=O)NC2CCCCC2)cc1Cl)NCC1CCCO1 (stereo not given) | 0% | 10% | 7% | -4% | -9% | -18% | -4% | -36%[inhibitor]
Cc1cc(/C=N/n2cnnc2)c(C)n1-c1ccc(Cl)cc1Cl | u | 5% | -13% | -11% | -3% | 8% | -1% | -28%

More records:
SMILES | ALDH1A1 inh | KDM4E inh | L3MBTL1 inh | Tau fibril ThT | RECQ1 helicase | LMNA splice mod | KinaseGlo FLuc | SMN2 splice enh
Cn1c(=O)c2c(nc(SCC(=O)NCc3ccc4c(c3)OCO4)n2Cc2ccc(Cl)cc2)n(C)c1=O | -10% | -8% | -4% | -10% | i | -13% | -16% | -21%
CCc1cc2c(=O)nc3n(c2s1)Cc1ccccc1/C3=C(/O)c1cccc([N+](=O)[O-])c1 | 1% | -2% | x | u | 19% | u | -4% | -3%
CC(=O)N1CCN(c2ccc(C(N)=O)cc2[N+](=O)[O-])CC1 | 10% | 5% | x | -17% | i | x | -4% | 15%
CCCOc1ccc(CN(CCC#N)C(=S)NC(=O)c2ccccc2)cc1 | -4% | 1% | u | 3% | 13% | u | 8% | -72%[inhibitor]
COc1cc(NC(=O)CSc2ccccc2)c(C(=O)O)cc1OC | 16% | -4% | 8% | -8% | -4% | -1% | 1% | 18%
Cc1cc(C(=O)COC(=O)c2ccco2)c(C)n1Cc1ccco1 | u | 4% | x | -4% | -14% | -8%[9.22 µM] | -10% | 13%
COC(=O)[C@H](Cc1ccccc1)NC(=O)O[C@@H]1Cc2cc(OC)ccc2O[C@H]1c1cccc(OC)c1 | -3% | 8% | x | -11% | 0% | x | -4% | 3%
Cc1cc(C)c(C#N)c(SCS(=O)c2ccc(C(C)(C)C)cc2)n1 (stereo not given) | u | 6% | 55%[activator] | -7% | -2% | u | -4% | -19%
CCCCCOc1ccc(C(=O)NCC(=O)NCC(=O)OCC)cc1 | 0% | -3% | 3% | -8% | -3% | -17% | -3% | -4%
CC(C)Cn1c(=O)c2ccccc2c2ccccc2c1=O | -12% | -30% | u | -15% | i | 3% | 0% | u
S=c1[nH]nc(Cc2ccccc2)n1-c1ccccc1 | u | 3% | 2% | -9% | -3% | -6% | -1% | -6%
CCCCN(CC(=O)NCCOC)C(=O)Cn1nnc2ccccc21 | 2% | 9% | x | 1% | i | 18%[46 µM] | 0% | 5%
COc1ccc(N(CC(=O)N/N=C/c2cccs2)S(=O)(=O)c2ccc(OC)c(OC)c2)cc1 | -16% | -7% | -9% | -3% | 9% | 1% | -4% | 6%
Nc1nc2ccccc2n1C(=O)c1cccs1 | 0% | u | 12% | 1% | 13% | -3%[46 µM] | u | 11µM*
COc1cccc(N2CCN(C(=O)NC3CCCCC3)CC2)c1 | -1% | -3% | -6%[11.4 µM] | -12% | -8% | 5% | 3% | -5%
CC(=O)OC(C)C(=O)NS(=O)(=O)c1ccc(C)cc1 (stereo not given) | -5% | 11% | x | -2% | -2% | x | 4% | -41%
COc1ccc(CNC(=O)CN=C2NC(=O)C(c3ccccc3)(c3ccccc3)N2)cc1 | 6% | 3% | 1% | 9% | 3% | 8% | -4% | 10%
O=C(Oc1ccc(/C=N/n2cnnc2)cc1)c1cccc([N+](=O)[O-])c1 | -2% | u | -1%[11.4 µM] | u | 1% | -17%[46 µM] | 1% | 13%
CCC1(O)CC(C(=O)OC)=NN1C(=O)c1ccccc1 (stereo not given) | 3% | 13% | x | -3% | -1% | 3% | -7% | -18%
COc1ccc(NC(C)=O)cc1NC(=O)CSc1nnc(-c2ccccn2)n1C | 10% | -5% | x | -6% | -3% | -7% | 3% | 9%
Cc1ccc(C(=O)NC(=S)N2CCN(C)CC2)cc1 | -8% | 0% | x | -10% | -7% | 7% | 18% | 25%
NS(=O)(=O)c1ccc(Nc2nc(-c3cccc([N+](=O)[O-])c3)cs2)cc1 | -11% | u | -21% | u | -15% | x | 0% | -18%
CCCCCCCCCn1ccc(=N)cc1 | x | 8% | 3% | 7% | -7% | x | x | x
CCOc1ccccc1C(=O)NCc1ccc2c(c1)OCO2 | 3% | 12% | x | -9% | -2% | 7% | 1% | 3%

Whole records, looked up by structure:
CC(=O)OC(C)C(=O)NS(=O)(=O)c1ccc(C)cc1 (stereo not given) is listed as ALDH1A1 inh = -5%; KDM4E inh = 11%; L3MBTL1 inh = x; Tau fibril ThT = -2%; RECQ1 helicase = -2%; LMNA splice mod = x; KinaseGlo FLuc = 4%; SMN2 splice enh = -41%
O=C(Oc1ccc(/C=N/n2cnnc2)cc1)c1cccc([N+](=O)[O-])c1 is listed as ALDH1A1 inh = -2%; KDM4E inh = u; L3MBTL1 inh = -1%[11.4 µM]; Tau fibril ThT = u; RECQ1 helicase = 1%; LMNA splice mod = -17%[46 µM]; KinaseGlo FLuc = 1%; SMN2 splice enh = 13%

Further records
SMILES | ALDH1A1 inh | KDM4E inh | L3MBTL1 inh | Tau fibril ThT | RECQ1 helicase | LMNA splice mod | KinaseGlo FLuc | SMN2 splice enh
COC(=O)c1ccc2ncccc2c1 | -4% | 4% | 9% | -3% | -4% | 13% | -1% | 20%
O=C(O)CC(C(=O)OCCOc1ccccc1)N1CCOCC1 (stereo not given) | 11% | -2% | x | -8% | -6% | 4% | 6% | -20%
Cc1cc([N+](=O)[O-])ccc1NC(=O)CN1C2CCC1CC(NC(=O)NC13CC4CC(CC(C4)C1)C3)C2 (stereo not given) | u | 2% | 4% | -15% | -2% | u | 1% | x
CCOc1ccc(N(Cc2nnc3n2CCCCC3)C(=O)Nc2cccc(C)c2)cc1 | 7% | 14% | x | -4% | -10% | -4%[9.22 µM] | 1% | -4%
CCc1ccc(-c2csc(NC(=O)C3CCCO3)c2C(=O)OC(C)C)cc1 (stereo not given) | -5% | -7% | 4% | -6% | -37% | -11% | -1% | -30%
CC1CC(C)CN(c2ncc3c(n2)CC(c2ccccc2)CC3=O)C1 (stereo not given) | u | -22% | 0% | -13% | -3% | -1% | -1% | -22%
CCN(CC)CCN1C(=O)C(=O)/C(=C(/O)c2ccc(C)cc2)C1c1ccncc1 (stereo not given) | u | -20% | -4%[11.4 µM] | -3% | -14% | 0% | 0% | 1%
Cc1noc(C)c1COc1ccc(C(=O)NCc2ccccn2)cc1 | 5% | 4% | x | -2% | 0% | -5% | 4% | u
O=C(N/N=C/c1ccc(Br)cc1)c1ccc(F)cc1 | -5% | -5% | 0% | -15% | -2% | -6% | -2% | 13µM*
COc1ccc(N2CCN(C(=O)Nc3ccc(S(=O)(=O)N(C)C)cc3)CC2)cc1 | 15% | 8% | -10% | u | -3% | -12% | 2% | -39%[inhibitor]
Cc1ccc(/C=N/Nc2cccc3cccnc23)c(O)c1 | 5% | -7% | -5% | -9% | i | u | x | x
N#CCCN(Cc1ccccc1)C(=S)NC(=O)c1ccccc1 | 14µM* | -6% | -3% | -5% | -2% | -10% | 1% | 2%
CC(C)c1ccc2c(c1)C(c1cccs1)=NNC(c1ccncc1)=N2 | -2% | -4% | -24% | u | i | 2%[46 µM] | 0% | x
CCn1c(CNC(C)=O)nnc1SCC(=O)c1ccc(Br)cc1 | 15µM* | -10% | -15%[11.4 µM] | -12% | i | -3% | -3% | u
C=C(C)CN(CC)C(=O)COc1ccc(S(=O)(=O)Nc2ccc(OC)cc2)cc1 | 12% | 4% | x | -9% | i | -6% | 1% | -13%

These rows are one share of the data; the hit share may differ from the screen's.
